Source: PubChem
Tn7 DDE FP: inhibitors of Tn7 peptide binding to human fibrin DD(E); FP displacement of FITC-Tn7 peptide from fibrin DD(E); 0% = median of compound wells per plate; hit rate 0.13% among 370,000; inhibition, % at 8.3 µM;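 active = inhibition above the mean of compounds falling within the control limits plus 3 SD of them, cut at about 14% in these data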;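 also: 0% = plate median of compound wells and 100% = 10 µM Aha-Tn7 peptide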
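Assay system: Fibrin-DD(E) protein isolated from polymerized human fibrin clots; read-out basis: percent inhibition; medium: Tris/NaCl/CaCl2 buffer, pH 7.8; signal: FP measurement; incubation: 10 min plus 3 h, room temperature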
ARFGAP1 inh: inhibits rat ARF GTPase activating protein 1. Q62848. Arfgap1-stimulated ARF1 GTP hydrolysis, GDP FP detection. inhibition, % at 16.5 µM. hit rate 0.26% among 360,000. AID 651572;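 active = inhibition above a per-plate limit, mean inhibition of low control wells plus 3 SD, cut at about 25% in these data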;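 also: 0% = DMSO wells with enzyme and 100% = wells lacking Arfgap1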
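Repeats: one replicate per compound; assay system: rat Arfgap1 catalytic domain, aa 1-136; times: enzyme reaction 120 min at 25 °C after 20 min preincubation; detection: FP of antibody-bound GDP Alexa 633 tracer, ex 620/em 688 nm; benchmarks: high control wells lacking Arfgap1, low control full reaction with DMSO; reagent: human ARF1(Δ1-17)-GTP substrate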
MBD2 inh: inhibitors of human MBD2 binding to methylated oligonucleotide; hit rate 0.31% among 370,000; inhibition, % at 4.4 µM; Q9UBB5; TR-FRET; in the data active = inhibition above about 13%
ADAM17 inh: inhibitors of human ADAM17; P78536; recombinant ADAM17, EDANS/DABCYL FRET peptide cleavage; inhibition, % at 6.95 µM; hit rate 0.83% among 370,000;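 active = inhibition above the mean of compounds lying between control limits plus 3 SD, set per campaign, cut at about 8.5% in these data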;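 also: 0% = DMSO-only wells as the low control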
Target sequence (P78536 215-824 limits assumed): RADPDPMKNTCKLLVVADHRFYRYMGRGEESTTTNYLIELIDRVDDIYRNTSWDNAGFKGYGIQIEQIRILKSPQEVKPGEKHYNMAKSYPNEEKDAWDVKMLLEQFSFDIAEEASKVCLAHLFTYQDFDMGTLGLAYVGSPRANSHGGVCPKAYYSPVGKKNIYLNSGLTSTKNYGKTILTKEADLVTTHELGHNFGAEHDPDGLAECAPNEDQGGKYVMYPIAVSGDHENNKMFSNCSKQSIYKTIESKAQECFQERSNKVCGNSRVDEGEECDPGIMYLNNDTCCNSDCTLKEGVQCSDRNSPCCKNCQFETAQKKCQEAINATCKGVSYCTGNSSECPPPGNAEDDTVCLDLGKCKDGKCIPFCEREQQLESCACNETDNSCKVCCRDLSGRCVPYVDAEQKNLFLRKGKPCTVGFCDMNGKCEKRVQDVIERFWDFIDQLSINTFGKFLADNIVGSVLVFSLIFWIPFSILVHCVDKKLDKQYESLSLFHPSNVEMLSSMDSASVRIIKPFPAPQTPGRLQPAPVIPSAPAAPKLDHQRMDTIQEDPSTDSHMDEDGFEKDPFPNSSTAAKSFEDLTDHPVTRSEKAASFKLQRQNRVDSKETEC
PLCb3 inh: inhibitors of human phospholipase C beta3 | Q01970 | Purified PLC-beta3, fluorogenic substrate, fluorescence | inhibition, % at 12.2 µM | hit rate 0.18% among 370,000; in the data active = inhibition above about 11%;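 also: 0% = median of compound wells on plate and 100% = full blocker control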
ASAP1 inh: ASAP1 ArfGAP inhibition. Q9ULH1. ASAP1-stimulated ARF1 GTP hydrolysis, GDP FP detection. inhibition, % at 16.5 µM. hit rate 0.19% among 360,000; in the data active = inhibition above about 25%;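 also: 0% = vehicle with enzyme and substrate and 100% = no enzyme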
Target sequence (Q9ULH1 325-724 limits assumed): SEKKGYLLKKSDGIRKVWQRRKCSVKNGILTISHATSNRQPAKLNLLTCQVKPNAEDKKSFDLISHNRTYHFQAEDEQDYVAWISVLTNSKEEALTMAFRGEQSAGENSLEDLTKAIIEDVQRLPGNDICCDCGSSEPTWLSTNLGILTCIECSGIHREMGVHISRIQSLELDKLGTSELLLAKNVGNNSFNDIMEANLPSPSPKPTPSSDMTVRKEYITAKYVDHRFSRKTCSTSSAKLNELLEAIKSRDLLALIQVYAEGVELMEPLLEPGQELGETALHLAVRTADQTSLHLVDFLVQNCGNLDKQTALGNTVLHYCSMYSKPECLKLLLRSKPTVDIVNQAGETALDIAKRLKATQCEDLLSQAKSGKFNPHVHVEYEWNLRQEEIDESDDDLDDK
PLC-gamma1 inh: blocks human PLC-gamma1 enzyme activity. hit rate 0.84% among 370,000. P19174. inhibition, % at 12.2 µM. purified PLC-gamma1, fluorogenic substrate, fluorescence. AID 720700; in the data active = inhibition above about 9.5%
Tn6 DDE FP: disrupts Tn6 cyclic peptide binding to fibrin D-Dimer-E complex. hit rate 0.21% among 370,000. P02675. inhibition, % at 8.3 µM. Fibrin DD(E) TRITC-Tn6 fluorescence polarization displacement. AID 720509;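 active = inhibition above a per-campaign cutoff: mean of compounds within control limits plus 3 SD, cut at about 15% in these data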;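 also: 0% = median of all compound wells on the plate and 100% = blocking peptide control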
proKLK7 act: activates the human kallikrein-7 zymogen; P49862; purified proKLK7, EDANS-DABCYL substrate fluorescence; 100% is mature enzyme control, 0% vehicle; activation, % at 7 µM; hit rate 0.9% among 370,000; AID 652039;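 active = activation above the mean of all tested compounds plus 3 SD, computed per campaign excluding outliers beyond control limits, cut at about 13% in these data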
UHRF1 MBD2 ctr: human UHRF1 methylated DNA binding inhibitors | UHRF1 binding to methylated oligo, TR-FRET | inhibition, % at 4.4 µM | hit rate 0.75% among 370,000; in the data active = inhibition above about 21%;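 also: UHRF1 SRA domain binding a hemimethylated CpG hairpin DNA probe; 0% = median of test compound wells and 100% = reference inhibitor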
* hit, by the source's call; i = inactive; / = not tested or not shown.

Each structure is followed by: Tn7 DDE FP	ARFGAP1 inh	MBD2 inh	ADAM17 inh	PLCb3 inh	ASAP1 inh	PLC-gamma1 inh	Tn6 DDE FP	proKLK7 act	UHRF1 MBD2 ctr
CC(OC(=O)Cn1cnc2c1c(=O)n(C)c(=O)n2C)C(=O)NC(C)c1ccc(Cl)cc1Cl (stereo unspecified)
  -5.5	-6.0	1.6	-2.1	-1.0	8.1	0.8	-1.1	0.6	1.0
O=S(=O)(/C=C/c1ccccc1)n1cnc2ccccc21
  3.5	8.3	1.1	-5.2	0.4	-1.2	0.0	-4.8	-0.4	1.7
O=C(NCc1ccccc1Br)c1cccs1
  -5.8	-8.0	4.7	-4.6	0.7	-2.9	-1.6	-5.7	0.1	0.8
CC(C)(C)c1ccc(C2CC2C(=O)N/N=C\c2ccc[nH]2)cc1 (stereo unspecified)
  1.2	7.5	-8.4	-2.4	-8.3	-3.5	-4.3	-1.8	0.7	-3.3
CSc1ccccc1NC(=O)COC(=O)Cn1cc(C(F)(F)F)ccc1=O
  -0.2	-12.7	3.1	-0.1	-2.9	11.2	2.7	2.6	-0.1	-0.6
Brc1ccc(-c2noc(-c3ccccc3)n2)o1
  -8.0	-1.4	-3.1	-1.3	-5.7	-0.8	-2.2	-2.9	-0.2	1.2
Cc1nc(-c2cccc(NC(=O)c3ccc(-n4cccn4)cc3)c2)cs1
  0.5	2.5	-0.8	-0.5	-12.9	9.2	-3.3	-3.3	0.5	-2.0
COc1ccccc1OC[C@H](O)CO
  -7.9	3.2	3.3	-1.3	-0.2	6.0	-0.1	-4.6	0.2	-0.8
CC(C)Sc1nc2ccccc2n1CC(=O)NCc1ccc2c(c1)OCO2
  1.9	5.0	0.2	-4.6	0.5	-5.0	1.9	1.3	-0.6	2.5
CCc1nc(N)c(C#N)c(-c2ccc(F)cc2)c1C
  -11.0	-4.7	-2.7	-4.0	-3.1	-9.2	-1.3	-2.6	0.1	-0.5
O=C(c1ccccc1)c1nc2ccccc2[nH]c1=O
  0.3	-22.4	1.1	-3.1	-29.1	5.8	-19.0	2.1	2.3	-1.8
CCc1ccccc1NS(=O)(=O)c1cccc2nsnc12
  -6.1	8.6	0.9	-3.0	-6.5	-5.3	-2.0	-1.6	0.2	2.6
COCC(=O)Nc1nnc(CCc2ccccc2)s1
  0.3	-3.8	-0.1	-5.0	-2.0	0.9	2.0	2.5	-0.4	0.1
Cc1ccc(N(CC(=O)NC(C)C)C(=O)CCC(=O)Nc2nccs2)cc1C
  -2.1	-9.1	-2.3	-3.1	-0.1	11.0	-0.4	4.7	0.1	0.3
CCOc1ccc(NC(=O)CN2CCN(CC(=O)Nc3ccc(C(=O)OC)cc3)CC2)cc1
  2.1	11.2	2.6	-2.3	0.4	2.1	3.3	-6.1	-0.3	-1.4

(listing goes on)
Each structure is followed by: Tn7 DDE FP	ARFGAP1 inh	MBD2 inh	ADAM17 inh	PLCb3 inh	ASAP1 inh	PLC-gamma1 inh	Tn6 DDE FP	proKLK7 act	UHRF1 MBD2 ctr
Cc1ccc(N2C(=O)C3CC3C2=O)cc1 (stereo unspecified)
  0.9	-8.1	-1.3	-4.4	-0.9	2.6	1.4	2.0	-0.4	2.2
CCOC(=O)c1cc2ccccc2nc1C
  1.0	4.4	3.3	-6.0	0.6	2.4	-2.0	-0.5	0.0	1.5
Cc1ccc(C(=O)N2CCN(c3ncc(C(F)(F)F)cc3Cl)CC2)s1
  1.4	8.1	-6.9	0.1	-5.8	9.5	-0.1	2.1	-0.6	-1.9
Cc1cc(C(=O)OCC(=O)Nc2ccc(F)cc2[N+](=O)[O-])c2ccccc2n1
  -0.1	0.9	-1.0	0.7	0.7	-5.3	-1.3	-2.5	0.1	7.8
CC(=O)c1ccc(Nc2ccc(-c3ccccc3C)nn2)cc1
  -8.6	-7.2	1.4	-5.9	-36.8	23.9	-35.5	-6.0	-0.2	-1.2
CCN(CC)S(=O)(=O)c1ccc(O)c(C(=O)OCC(=O)Nc2ccc(OC(F)(F)F)cc2)c1
  0.1	14.9	4.8	-3.9	-4.6	-6.0	-2.5	4.5	0.3	0.6
O=C(NCCSCc1ccccc1)c1ccc(C2SCC(=O)N2Cc2ccccc2)cc1 (stereo unspecified)
  2.6	6.5	1.9	1.4	-3.2	-5.0	2.6	-5.2	0.9	4.1
N#CC(C#N)=Cc1c[nH]c(=O)c(C#N)c1Nc1ccccc1
  -0.2	2.5	2.6	i	i	5.8	i	4.2	61.8*	-1.4
CCn1c(SCc2nc(-c3ccc(Cl)cc3)no2)nnc1-c1ccco1
  2.0	-5.4	4.4	2.8	-9.1	1.3	-6.5	-5.6	0.5	-1.1
N=C1C(c2nc3ccccc3s2)=C(O)CN1C1CCC(O)CC1 (stereo unspecified)
  3.9	-10.4	1.7	-11.3	-24.4	-12.6	-6.3	-2.2	0.1	8.5
O=S1(=O)c2ccc(N3CCC[C@H]3CO)cc2OCCCN1C1CC1
  -4.2	/	-2.6	-3.7	-3.8	/	-4.8	6.8	-0.8	7.3
Cc1cc(OCC(=O)NNC(=O)c2cccc(F)c2)ccc1Cl
  -0.4	-1.2	-0.3	-2.5	-4.6	2.1	7.9	0.4	0.1	-0.8
O=C(Nc1ccc(Cl)c(Cl)c1)N1CCCCCC1
  -4.8	12.2	8.2	-0.3	-6.7	-3.0	-0.4	-8.3	0.2	1.8
O=C(NCc1ccccc1)C(c1cc2ccccc2o1)n1c(=O)c(-c2ccccc2)nc2ccccc21 (stereo unspecified)
  6.6	-11.0	-3.6	-4.4	-11.5	10.5	-8.6	11.5	0.3	-0.7
CCOCCCNC(=O)CCc1ccc(S(=O)(=O)Nc2ccc(C)cc2)cc1
  -3.0	3.5	-1.6	1.6	1.6	4.1	4.1	2.8	0.2	1.1

More results.
Each structure is followed by: Tn7 DDE FP	ARFGAP1 inh	MBD2 inh	ADAM17 inh	PLCb3 inh	ASAP1 inh	PLC-gamma1 inh	Tn6 DDE FP	proKLK7 act	UHRF1 MBD2 ctr
Cc1cc(C)nc(NNC2=CC(=O)CC(C)(C)C2)n1
  -4.7	-7.0	-4.2	-4.7	-11.4	-7.8	-10.0	-3.3	1.0	-6.2
COC(=O)c1ccc(NC(=O)c2cn(-c3ccccc3)nc2-c2ccncc2)cc1
  3.8	29.5*	3.0	-2.7	-2.1	30.7*	-6.2	0.4	-0.4	3.1
Cc1cccc(OCCC(=O)Nc2ccc(F)c(Cl)c2)c1
  2.8	7.0	0.0	5.2	2.5	7.8	1.5	2.1	-0.4	1.4
CCOc1ccccc1NC(=O)N1CCCC1C(=O)NCc1cccs1 (stereo unspecified)
  4.7	-5.3	1.3	0.9	-3.4	-0.7	1.5	4.6	-0.2	0.8
Cn1cc(-c2nc3ccccc3[nH]2)c2ccccc21
  0.4	2.4	2.0	-62.2	-29.1	0.3	-21.2	-5.4	-0.1	1.8
CC1(C)Cc2c(c(N3CCOCC3)nc3sc4c(NCCN)ncnc4c23)CO1
  -12.0	-7.9	5.4	-18.8	-214.2	-0.4	-140.6	0.3	1.7	17.1
O=C(C1CC1)N1CCN(c2ccc([N+](=O)[O-])cc2-n2cccc2)CC1
  -1.2	8.6	-1.5	-0.8	-5.0	-5.5	2.1	-6.9	-0.7	-0.9
Cc1ccc(C(CNC(=O)c2ccco2)N2CCN(C)CC2)cc1 (stereo unspecified)
  7.0	1.5	4.9	-1.3	0.8	4.3	5.3	0.8	-0.4	-0.7
COc1ccccc1-n1ccnc1SCC(=O)NC(C)(C)C
  0.8	9.8	-4.2	-5.2	-4.7	-5.0	-2.0	5.4	-0.1	-0.2
CC(=O)c1ccc(N2CCN(CN3C(=O)CC4(CCCC4)C3=O)CC2)c(F)c1
  -9.5	16.0	-5.0	-0.2	-0.5	4.3	2.9	69.6*	0.4	0.0
COc1ccc(CNC(=O)C2CCN(S(=O)(=O)c3ccc(Br)s3)CC2)cc1
  6.6	0.5	1.6	0.4	-2.9	-9.5	-1.6	-2.5	0.1	-5.6
CCOC(=O)N1CCC(N2CC34C=CC(O3)C(C(=O)O)C4C2=O)CC1 (stereo unspecified)
  -1.4	9.2	1.0	0.6	0.2	0.8	-0.9	-2.1	0.0	-0.4
CC(=O)c1ccc(N2CCN(C(=O)C3CCCN(S(=O)(=O)c4cnc[nH]4)C3)CC2)cc1 (stereo unspecified)
  1.5	2.8	-5.7	1.1	1.7	15.2	-0.1	0.0	-0.7	3.8
COc1ccc(C(=O)/C=C/Nc2cccc(O)c2)cc1
  -2.2	18.1	1.9	0.0	-166.2	1.4	-116.2	-0.5	1.5	3.2
Fc1cccc(/C=N/Nc2nncc3ccccc23)c1
  3.5	-8.8	2.6	-3.9	-12.7	-1.6	-5.6	-0.2	-0.1	-13.0

(continued)
Each structure is followed by: Tn7 DDE FP	ARFGAP1 inh	MBD2 inh	ADAM17 inh	PLCb3 inh	ASAP1 inh	PLC-gamma1 inh	Tn6 DDE FP	proKLK7 act	UHRF1 MBD2 ctr
CN(CC(=O)Nc1cccc(S(=O)(=O)N2CCCC2)c1)CC(=O)Nc1ccc(F)c(F)c1F
  1.5	-2.2	0.0	-2.6	-8.6	5.7	0.2	6.7	0.5	0.8
CCN(CC)S(=O)(=O)c1ccc(N/N=C(\C)c2ccc(OC)cc2O)nc1
  8.7	11.5	2.9	1.2	-58.9	10.8	-31.6	-13.9	-4.0	-2.0
O=C(N/N=C/c1cc(Cl)ccc1O)C(=O)Nc1ccccc1OC(F)(F)C(F)F
  -5.3	12.3	-6.1	2.0	-63.2	10.7	-53.8	-8.8	-0.3	-1.1
Cc1nnc(SCC(=O)Nc2sccc2C#N)s1
  5.9	-4.3	2.7	1.6	-20.1	-7.0	-14.0	0.0	-0.6	1.6
O=C(O)c1cc(Cl)c(Cl)cc1C(=O)NCc1ccco1
  0.3	8.5	9.9	-6.4	-11.5	-4.0	-4.1	2.8	-0.1	3.0
COC(=O)Oc1ccc(/C=N/NC(=O)CN(c2ccccc2Cl)S(C)(=O)=O)cc1OC
  3.5	9.6	-7.1	0.1	0.8	6.9	1.4	-5.9	0.7	-4.2
Cc1cc(C)cc(CC(=O)N2CCC2(C)C(=O)NS(=O)(=O)c2cccc(F)c2)c1 (stereo unspecified)
  -2.0	0.3	-1.4	-0.7	-1.1	-7.9	-0.8	1.2	-0.2	21.2*
